# Source: PubChem BioAssay
# TNAP activators = human TNAP enzyme activators, primary screen, biochemical, luminescent, no phosphate acceptor, uHTS (AID 1001); purified TNAP, luminescent activation assay, no phosphate acceptor; higher activation fold means a stronger effect; one-dose activation fold at 20 µM; EC50 in µM for titrated hits; 0.03% of 200,000 active; in the data active = activation fold from about 3, or a potency from the dose series; inactive = the rest, 99 in 100 with activation fold below about 1.6; note: many of its hits are not listed in these tables
# Siah-1 displacement = blockers of Siah-1 interaction with plectin peptide – biochemical, fluorescence polarization, rhodamine-plectin, uHTS, primary screen (AID 1817); one-dose displacement, % at 20 µM; IC50 in µM for titrated hits; 0.02% of 290,000 active; Siah-1 / rhodamine-plectin peptide fluorescence polarization; higher % means a stronger effect;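 active = displacement of at least 50% at 20 µM, with a fluorescence ratio check between 0.3 and a set limit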;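 note: plate controls were Siah plus tracer with DMSO for no effect and tracer alone without Siah for full effect; strong numbers were not always called active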
# XIAP antagonists = XIAP antagonists, biochemical, IAP family, fluorescence polarization (AID 1018); XIAP BIR domain, fluorescence polarization peptide displacement; higher % means a stronger effect; one-dose displacement, % at 20 µM; IC50 in µM for titrated hits; 0.007% of 200,000 active; in the data active = displacement above about 50%; note: a part of the inactive calls stands beside numbers as strong as those of hits
# PMI inhibitors = MPI enzyme activity inhibition – biochemical, fluorescence intensity, coupled assay, primary screen (AID 1209); purified PMI enzyme, coupled fluorescence intensity; higher % means a stronger effect; inhibition, % at 20 µM, or IC50 in µM where a hit was titrated; 0.42% of 190,000 active;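 note: plate controls were DMSO vehicle for no effect and wells lacking substrate for full effect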
# K1F lysis inhibition = inhibition of K1F phage lysis, E. coli UTI89, bacterial capsule biogenesis inhibitors, alamar blue (AID 488966); inhibition, % at 100 µM, or IC50 in µM where a hit was titrated; E. coli UTI89 K1F phage lysis, alamar blue, 2 h; higher % means a stronger effect; 0.02% of 340,000 active;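 active = phage lysis inhibition, versus mean bacterial control, above a set limit; inconclusive = no clear call, values can overlap the other calls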;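 note: capsule biogenesis inhibitors block K1F phage lysis so surviving cells raise fluorescence; higher fluorescence means more inhibition of phage lysis; actives were called in the ten point dose series up to 300 µM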
# P. falciparum M1AAP = P. falciparum M1AAP inhibitors, biochemical, fluorogenic H-Leu-NHMec substrate, 1536-well (AID 1445); recombinant M1AAP, H-Leu-NHMec fluorogenic kinetic assay; higher % means a stronger effect; inhibition, % at 30 µM, or IC50 in µM where a hit was titrated; 0.42% of 220,000 active;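 active = primary inhibition above the hit cutoff, then over 50% inhibition at one or more dose response concentrations, cut at about 23% in these data, passing the limit was not always enough; inconclusive = conflicting primary data, or primary hits not chosen for dose response; inactive = low primary inhibition, or under 50% at every dose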;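 note: plate controls were DMSO full reaction for no effect and no enzyme background for full effect; strong numbers were not always called active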
# human PMI inhibitors = MPI inhibition at elevated mannose 6-phosphate – biochemical, fluorescence intensity, high mannose 6-phosphate, primary screen (AID 1220); inhibition, % at 20 µM, or IC50 in µM where a hit was titrated; 0.66% of 190,000 active; recombinant PMI enzyme, coupled fluorescence intensity; higher % means a stronger effect
# Lipid droplet = modulators of hepatic lipid droplet formation | AML12 mouse hepatocytes, oleate lipid droplets, BODIPY imaging | inhibition, % at 6.5 µM | 0.4% of 240,000 active | AID 1656;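 active = lipid droplet intensity inhibited by at least 50%, with more than 500 cells counted; inconclusive = wells with under 300 cells, treated as cytotoxic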
#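 Assay system: AML12 mouse liver cells | Compound dosing: One dose, 6.5 µM compound | Read-out basis: Droplet intensity reduction, % inhibition | Measured by: Fluorescence imaging, 20x objective, two fields per well | Schedule: Overnight treatment with compound plus oleate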
# P. falciparum M17LAP = P. falciparum M17LAP inhibitors, primary screen, biochemical, fluorogenic H-Leu-NHMec substrate, 1536-well (AID 1619); one-dose inhibition, % at 30 µM; IC50 in µM for titrated hits; 0.38% of 220,000 active; recombinant M17LAP, H-Leu-NHMec fluorogenic kinetic assay; higher % means a stronger effect;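 active = compound inhibiting the enzyme by more than half at any dose during confirmatory dose-response retesting; inconclusive = strong single-dose inhibitors picked by rank but not retested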;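 note: plate controls were full reaction with DMSO carrier for no effect and no enzyme background for full effect; strong numbers were not always called active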
# Lipid droplet cells 6.5 µM = also measured in Lipid droplet; calls as there; cell count; measured here: cell count, cytotoxicity flag;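 cells counted across two imaged fields per well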
# * marks the source's active call; other numbers are inactive results; ? = inconclusive; . = not tested or not shown; [ ] = remark or other dose. Cut-off read from the data, not from the text of the source, unless noted: active = inhibition above about 50%; inactive = the rest. An unsorted share of the library; overall some 1.9% were active at least once.
mol	TNAP activators	Siah-1 displacement	XIAP antagonists	PMI inhibitors	K1F lysis inhibition	P. falciparum M1AAP	human PMI inhibitors	Lipid droplet	Lipid droplet cells 6.5 µM	P. falciparum M17LAP
O=C1C(=O)N(c2ccccc2)C(c2ccccc2[N+](=O)[O-])/C1=C(\O)c1ccccc1 (stereo not given)	1.1	4%	1.8%	8%	-0.1%	.	10%	-1	749	.
CCNC(=O)CSc1nnc(-c2ccccc2Br)n1-c1cccc(C(F)(F)F)c1	1.2	-4%	-4.7%	7%	-0.4%	-1%	-8%	2	638	5%
Cc1cc2c(cc1C)C(c1ccccc1Br)CC(=O)N2 (stereo not given)	1.1	-4%	0.1%	0%	0.2%	7%	7%	2	672	11%
Cn1c(SCC(=O)Nc2ncc(C(F)(F)F)cc2Cl)nnc1-c1ccc(Cl)cc1	0.9	-2%	-3.7%	-9%	1.8%[50 µM]	-1%	2%	-6	631	17%
c1nc(N2CCNCC2)c2sc3nc(N4CCOCC4)c4c(c3c2n1)CCC4	1.1	4%	-3.1%	3%	.	.	0%	.	.	.
COc1cccc(N=Cc2nc(-c3ccccc3)oc2OC(C)=O)c1	.	2%	.	.	6.8%	?	.	-9	717	10%
CCCN(CC(=O)Nc1ccc(F)c(F)c1F)Cc1cc(=O)n2ccsc2n1	1.1	25%	-6.0%	0%	-0.2%	3%	7%	2	720	-6%
COC(=O)C1=NNC2(c3ccc(C)cc3)C(=O)N(c3cccc(C)c3C)C(=O)C12 (stereo not given)	0.9	-2%	-7.8%	-4%	-0.1%	10%	-1%	1	702	20%
Cc1cc2cc(CNC(=O)CCC(=O)O)ccc2n1C	1	1%	-8.9%	-7%	-0.1%	13%	45%	-11	635	5%
Cc1cccc(NC(=O)Nc2cc(C)cc(C)n2)c1	1	0%	3.9%	7%	0.1%	-6%	4%	7	700	-6%
O=C(CN1CCN(c2ccccn2)CC1)Nc1cccc(C(F)(F)F)c1	1.1	-5%	-14%	-8%	0.0%	1%	-12%	.	.	30%
CC(C)OC(=O)CSc1nnc(-c2ccccn2)n1-c1ccccc1	1.1	5%	1.0%	-2%	0.6%	10%	-4%	-2	748	8%
O=C(c1cccs1)N1CCN=C1SCc1ccccc1	1.1	4%	-2.9%	9%	1.6%	-3%	7%	4	705	-12%
O=C(COc1ccc(F)cc1)N(CC1=CCS(=O)(=O)C1)c1ccccc1	1.1	4%	2.8%	8%	8.6%	0%	8%	2	684	1%
Cc1cnc(NC(=O)[C@H](C)N2C(=O)C3CCCCC3C2=O)s1 (stereo not given in full)	1.1	4%	-3.7%	12%	-0.1%	1%	10%	19	695	-3%
CC(C)(C)CC(C)(C)NCC(O)COc1c(F)cc(Br)cc1F (stereo not given)	1.2	-3%	3.6%	-7%	-0.2%	-1%	-43%	.	.	-5%
Cc1c(NC(=O)CSc2nnnn2Cc2ccccc2)c(=O)n(-c2ccccc2)n1C	1.1	1%	-16%	6%	3.0%	2%	1%	-2	805	1%
CCN(c1ccccc1)S(=O)(=O)c1ccc(OC)c(NC(=O)CNC)c1	1	10%	-2.8%	8%	0.0%	2%	10%	.	.	3%
COc1ccc(S(N)(=O)=O)cc1C(N)=O	1.1	4%	-1.8%	-6%	-0.1%	3%	-11%	1	640	3%
COc1ccc(NC(=O)CCSc2ccc(F)cc2)cc1	1.1	0%	-2.8%	0%	0.5%	1%	5%	-3	686	2%
Cc1ccccc1Nc1cc(C)c2c(O)cccc2n1	1.1	-1%	-4.1%	6%	5.0%	3%	27%	.	.	-6%
CC(=O)c1cc(-c2ccccc2)n(CCC(=O)NC2CCCCC2)c1C	1	-1%	-6.5%	-7%	3.5%	5%	-9%	-3	584	-2%
CCOC(=O)c1ccccc1NC(=O)COc1cc(=O)n(CC)c2ccccc12	1.1	-2%	-5.2%	4%	0.3%	-1%	1%	-14	774	3%
N/C(CSc1ccccn1)=N\OCc1c(Cl)cccc1Cl	.	12%	.	.	0.1%	5%	.	-14	669	-2%
COc1ccc(C(=O)Nn2c(SCC(=O)NC3CCCC3)nc3ccccc3c2=O)cc1	1.1	2%	-4.9%	3%	1.0%	5%	2%	.	.	1%
CC(C)(C)c1ccc(C(=O)Nc2nnc(Cc3c[nH]c4ccccc34)s2)cc1	1	-3%	-3.8%	-15%	1.9%[50 µM]	2%	-8%	-21	632	-7%
COC(=O)c1c(NC(=O)CN2C(=O)NC(CCc3ccccc3)C2=O)sc2c1CCCCC2 (stereo not given)	0.8	1%	-3.4%	18%	3.3%	4%	6%	-1	582	2%
CC(C)(c1ccccc1)c1ccc(OCC(O)CNC2CCN(Cc3ccccc3)CC2)cc1 (stereo not given)	1.1	5%	-1.0%	9%	-3.2%	7%	8%	3	661	5%
O=C(c1cccc(OC2CCN(C3CCCC3)CC2)c1)N1CCCCCCC1	1.1	4%	-4.0%	6%	0.6%	-8%	7%	1	754	0%
CCC(C)(C)NC(=O)/C=C/c1ccccc1[N+](=O)[O-]	1.1	-5%	-4.5%	-10%	-0.3%	-1%	-5%	-15	641	-1%
Cc1cccc(C)c1NC(=S)NC(=O)c1ccccc1F	0.7	-5%	0.4%	-2%	0.9%	6%	-7%	-14	649	3%
Cc1cc(NC(=S)N(CCN2CCOCC2)Cc2ccccc2F)ccc1Cl	1.1	11%	-2.3%	13%	0.0%	-5%	13%	-2	744	-2%
CC(C)(C)NC(=O)Cn1cnc2cc([N+](=O)[O-])ccc2c1=O	1	-1%	-6.2%	-18%	0.4%	2%	-4%	58*	720*	0%
Cc1ccc(S(=O)(=O)N(CC(=O)NCc2cccnc2)C2CCCCC2)cc1	1	-3%	-4.9%	20%	0.3%	2%	28%	-10	671	-4%
Cc1cccc(CC(=O)N2CCC(N3CCC(C(=O)N4CCOCC4)CC3)CC2)c1	1	0%	-4.6%	-2%	0.5%	13%	-4%	0	707	3%
CCN(CC)S(=O)(=O)c1cc(C)ccc1NC(=S)Nc1cccnc1	0.9	1%	-4.9%	8%	-0.2%	3%	8%	-13	635	-2%
O=C(NCCCn1ccnc1)C(=O)NC1CCCCC1	1	6%	14%	10%	-0.2%	-8%	8%	3	718	2%
O=C(NC1CCN(C(=O)Nc2ccccc2)CC1)C1CCCCC1	1	3%	-5.0%	-11%	0.6%	2%	-4%	.	.	6%
O=C(Cn1cncn1)c1ccccc1	.	0%	.	.	0.3%	-2%	.	23	720	4%
O=C(Nc1c(-c2ccccc2)nc2c(Br)cc(Br)cn12)c1ccco1	1.1	-1%	-8.5%	-17%	0.1%	3%	-6%	.	.	13%
CCOC(=O)/C=C1\SCC(=O)N1CC(O)CN1C(=O)CS/C1=C\C(=O)OCC	1.1	2%	-1.9%	-14%	0.4%	1%	-4%	.	.	12%
O=C(NCc1ccc(Cl)cc1)C1CCN(S(=O)(=O)c2cc([N+](=O)[O-])ccc2Cl)CC1	1.1	-2%	-0.7%	2%	0.2%	-3%	-6%	23	595	-4%
CCc1ccc(C(=O)OCC(=O)Nc2cccc(S(=O)(=O)NC3=NCCCCC3)c2)cc1	1.2	-1%	-1.7%	10%	4.2%	3%	0%	2	645	4%
COc1ccc(-n2c(SCC(=O)Nc3nccs3)nnc2-c2ccccc2)cc1	1.1	7%	-0.5%	12%	0.3%	-5%	11%	23	792	-1%
Cc1cc(S(=O)(=O)Cc2noc(-c3c(C)noc3C)n2)c(C)cc1Cl	.	4%	.	.	-2.9%	3%	.	12	723	-5%
CC1CCc2c(cnc3ncnn23)C1 (stereo not given)	.	8%	.	.	-0.1%	0%	.	0	682	-4%
COC(=O)COc1ccc(Oc2cc(C)nc(SC)n2)nn1	1.1	4%	-4.6%	10%	6.3%	3%	9%	-2	693	5%
Cc1ccccc1CN1CCN(S(=O)(=O)c2cccs2)CC1	1	7%	-6.6%	19%	2.3%	3%	15%	-16	587	-5%
O=C(/C=C/NNC(=O)c1cccc(Br)c1)c1cccc(Br)c1	1	1%	3.8%	0%	-0.8%	5%	-10%	-11	774	30%
O=C(CS(=O)(=O)c1ccccc1)N1CCc2ccccc21	1	0%	-2.7%	-4%	1.1%	6%	-6%	0	668	-3%
NS(=O)(=O)c1ccc(CCNC2CC(=O)N(CCc3ccccc3)C2=O)cc1 (stereo not given)	1.1	2%	-3.4%	8%	0.3%	3%	6%	.	.	14%
CC(C)CC1=C/C(=C/c2ccc(-c3ccccc3)o2)C(=O)O1	0.9	16%	-2.3%	-58%	1.2%	20%	-86%	-3	741	-36%
COc1cc(C(=O)N2CCN(C(=O)Cc3ccccc3)CC2)cc(OC)c1OC	1.1	0%	1.7%	2%	5.1%	-4%	0%	.	.	2%
O=C(Nc1ccc(Br)cn1)c1ccc([N+](=O)[O-])o1	1.2	5%	0.1%	1%	0.0%	2%	9%	-11	669	-3%
CCCNc1nc(-c2ccccc2)c(C(=O)OCC)cc1C#N	1.1	-5%	-8.5%	6%	-0.1%	0%	6%	0	652	-9%
Cc1cccc(NC(=S)N2CCN(c3cc(C)ccc3C)CC2)c1	1	2%	-3.3%	-2%	9.1%	0%	-4%	-32	573	15%
Cc1ccc(N=Cc2ccc(N(C)C)cc2)cc1	1.1	-1%	-4.4%	2%	8.9%	3%	9%	.	.	0%
Fc1cccc(CSc2ccc3nnc(-c4ccccn4)n3n2)c1	1.1	12%	-1.6%	-7%	0.0%	4%	-9%	-14	690	9%
Cc1cc(C)n2c(SCCC(C)C)nnc2n1	0.9	0%	-5.3%	-5%	1.5%	-1%	-6%	.	.	0%
Cc1onc(-c2c(Cl)cccc2Cl)c1C(=O)Nc1nc(C(C)(C)C)cs1	.	1%	.	.	1.2%	2%	.	6	721	-4%
CSc1nc2ccc(S(=O)(=O)Nc3c(C)n(C)n(-c4ccccc4)c3=O)cc2s1	1.1	-2%	-3.2%	5%	1.9%	8%	4%	3	688	15%
CCOC(=O)C1=C(C)N(c2ccc(C)cc2)C(=O)/C1=C\c1ccc(O)c(OC)c1	.	-1%	.	.	-0.3%[50 µM]	0%	.	1	780	11%
